GAA glycogen: alters human alpha-glucosidase cleavage of glycogen | P10253 | recombinant GAA, glycogen substrate, Amplex Red glucose oxidase fluorescence | Potency, µM (highest dose often 76.4 µM), for the others: at the top dose activity change, negative = inhibition, actives largely listed as inhibitors | 300,000 tested, 0.38% active | AID 2100; active = well fitted inhibition curve with a large enough effect; inconclusive = small, poorly fitted or top-dose-only effect, or another doubt; inactive = no such curve, though single readings can be large or run the other way;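 also: 0% = full enzyme reaction and -100% = no-enzyme basal signal; the screen sought inhibitors and activators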
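Recombinant human alpha-glucosidase (4 nM final) hydrolysed bovine liver glycogen (30 ug) for 40 min at 37 C in pH 5.0 citrate/phosphate with 0.01% Tween-20. Released glucose detected by glucose oxidase/Amplex Red, Ex 573/Em 610 nm. Compounds up to 77 uM; AC50 from Hill fits.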
* = called active by the depositor; ? = inconclusive; [ ] = another dose, or the depositor's remark. Potency is read from the fitted curve at half-maximal effect.

compound | GAA glycogen
COc1ccc(CCNC(=O)c2ccc(Cn3c(=O)c4ccccc4n(Cc4cc(C)ccc4C)c3=O)cc2)cc1OC | -4.1%[76.3 µM]
COc1ccc(CC(=O)N/N=C(\C)c2cccnc2)cc1OC | -4.5%[76.3 µM]
COc1ccc(NC(=O)COc2ccc(/C=C/c3cccc[n+]3C)cc2OC)cc1 | 3.2%
Cc1nc2ccccc2c(=O)n1NC(=O)c1ccc(Cl)cc1 | 8.9%
COc1ccccc1CNC(=O)C1CCN(S(=O)(=O)c2cccc([N+](=O)[O-])c2)CC1 | -1.5%
O=C(NCCCSc1ccccc1)c1cnc(Cl)c(Cl)c1 | 5.6%
COc1ccc(N2CCN(C(=O)CNC(=O)c3ccco3)CC2)cc1 | -2.8%[76.3 µM]
CCOc1ccccc1Nc1nc2ccccc2nc1NS(=O)(=O)c1ccc(Cl)cc1 | 16.1%[76.3 µM]
CC(=O)c1ccc(N2CCN(c3nc4ccccc4c4nc(-c5cccc(C)c5)nn34)CC2)cc1 | -7.4%[76.3 µM]
CCCOC(=O)c1c(NC(=O)c2cc3nc(-c4ccc(OC)cc4)cc(C(F)(F)F)n3n2)sc2c1CCCC2 | 1.4%[76.3 µM]
Cc1ccccc1-c1cc2nc(C)c(C)c(=O)n2[nH]1 | -13.1%[76.3 µM]
C=CCOc1ccc(/C=C2\SC(=S)N(NS(=O)(=O)c3ccc(C)cc3)C2=O)cc1 | 1.3%
CC1(C)CC(=O)C=C(Nc2ccc(F)c(Cl)c2)C1 | -2.0%
O=C(O)c1ccccc1C(=O)NCc1c(Cl)cccc1Sc1ccc(Cl)cc1 | 2.2%
COC(=O)c1sc(-c2ccccc2)cc1NC(=O)c1cccc(Cl)c1 | -8.8%[76.3 µM]
O=C(NCc1cccnc1)c1ccc(NC(=O)c2ccc([N+](=O)[O-])cc2)cc1 | 0.5%[76.3 µM]
CCOC(=O)CNC(=O)COc1coc(CN2CCN(c3ccc(F)cc3)CC2)cc1=O | -5.6%[76.3 µM]
O=C(CN1CCCC1)Nc1cccc(Cl)c1 | 9.0%
O=S(=O)(Nc1ccc(C(F)(F)F)cc1)c1cccs1 | 0.7%
Cc1c(C)c2ccc(OCC(=O)NC(Cc3c[nH]c4ccc(O)cc34)C(=O)O)c(C)c2oc1=O (stereo not given) | ?
CCOC(=O)c1cccc(NC(=O)C(C)n2c(C)c3cnn(-c4ccccc4)c(=O)c3c2C)c1 (stereo not given) | -1.9%[76.3 µM]
O=S(=O)(Nc1ccc2c(c1)OCCO2)c1cccc(F)c1 | -8.9%[76.3 µM]
CC(C)(C)n1nc2c(c1NC(=O)c1cc([N+](=O)[O-])ccc1Cl)CS(=O)(=O)C2 | -7.0%[76.3 µM]
Cc1cc(C(=O)Nc2ccc(F)cc2C)cs1 | -1.1%[76.3 µM]
O=C(CCC(=O)N1CCOc2ccc(Cl)cc21)NCCCN1CCOCC1 | 2.4%[76.3 µM]
CCc1c(O)nc(SCC(=O)Nc2ccccc2C)n(-c2ccc(C)cc2)c1=O | 2.5%[76.3 µM]
CCCn1c(COc2cccc(C)c2)nc2ccccc21 | -18.9%[76.3 µM]
CC(C)CC(C(=O)NC1CCCCC1)N(Cc1ccccc1)C(=O)c1snc(C(N)=O)c1N (stereo not given) | -5.6%
CCOC(=O)C1=C(C)NC(=O)NC1c1c(OC)ccc2ccccc12 (stereo not given) | -11.1%[15.3 µM]
COc1ccc(NC(=O)c2ccc3ccccc3c2)cc1 | -7.9%[76.3 µM]

Some of the entries above in another layout.
Cc1cc(C(=O)Nc2ccc(F)cc2C)cs1
  GAA glycogen: -1.1%[76.3 µM]

O=S(=O)(Nc1ccc2c(c1)OCCO2)c1cccc(F)c1
  GAA glycogen: -8.9%[76.3 µM]

4 compounds out of the list above, arranged by the number in GAA glycogen, falling:
SMILES	GAA glycogen
Cc1nc2ccccc2c(=O)n1NC(=O)c1ccc(Cl)cc1	8.9%
C=CCOc1ccc(/C=C2\SC(=S)N(NS(=O)(=O)c3ccc(C)cc3)C2=O)cc1	1.3%
COc1ccccc1CNC(=O)C1CCN(S(=O)(=O)c2cccc([N+](=O)[O-])c2)CC1	-1.5%
CC(C)CC(C(=O)NC1CCCCC1)N(Cc1ccccc1)C(=O)c1snc(C(N)=O)c1N (stereo not given)	-5.6%

Next section
compound | GAA glycogen
CCN1CCN(C(=O)c2cccc(OC3CCN(S(C)(=O)=O)CC3)c2)[C@@H](C)C1=O | -7.6%[76.3 µM]
Cc1cc(=O)oc2cc(NC(=O)c3cccc(Br)c3)ccc12 | 2.1%[76.3 µM]
Cn1cc(S(=O)(=O)N2CCCC2)cc1C(=O)NCc1ccc(Cl)cc1 | 11.7%[76.3 µM]
CC1CCN(C2=NN3C(=N)/C(=C\c4ccc(OC(=O)c5ccco5)cc4)C(=O)N=C3S2)CC1 | 24.6%[76.3 µM]
COc1ccc(NC(=O)c2sc3nc4c(cc3c2N)CN(C(C)C)CC4)c(OC)c1 | 13.0%[76.3 µM]
COc1cc(NC(=O)CCc2nnc3ccc(NCc4ccco4)nn23)cc(OC)c1 | -14.9%[76.3 µM]
C=CCNC(=O)c1ccccc1NC(=O)C1CC(=O)N(C(C)C)C1 (stereo not given) | -0.8%[76.3 µM]
Cc1cccc(CSc2ccc3nnc(CCNS(=O)(=O)c4ccccc4)n3n2)c1 | 10.0%[76.3 µM]
COc1cc2cc(C(=O)N/N=C/c3ccc(F)cc3)[nH]c2cc1OC | 0.4%
COc1ccccc1N1CCN(C(=O)c2nc(SC)ncc2Cl)CC1 | -11.6%[76.3 µM]
Cn1nc(-c2ccccc2F)c2cc(C(=O)NCc3ccccc3Cl)sc21 | -8.3%[76.3 µM]
NC(=O)CC1C(=O)N(c2ccccc2)C(=S)N1NC(=O)c1ccc(Br)cc1 (stereo not given) | 3.9%
Cn1cc(/C=C/c2cc[n+](C)cc2)c2cc(F)ccc21 | -0.5%
Cc1cc(-c2ccc(C)c(S(=O)(=O)NCCc3ccco3)c2)on1 | -6.8%[76.3 µM]
COc1ccc(S(=O)(=O)N2CCN(c3ccccn3)CC2)c(OC)c1 | -1.2%[76.3 µM]
Cc1cc(C)cc(N(CC(=O)Nc2ccc(C)cc2Cl)S(=O)(=O)c2c(C)[nH]c(=O)[nH]c2=O)c1 | 12.3%[76.3 µM]
O=C1CN(C(=O)c2ccc(S(=O)(=O)N3CCCCC3)cc2)C(c2ccc(F)cc2)c2cc(Cl)ccc2N1 (stereo not given) | -14.0%[76.3 µM]
Cc1ccc(N2CCN(c3ncccc3[N+](=O)[O-])CC2)c(C)c1 | -3.2%
O=S(=O)(c1cccs1)N1CCN(c2ccc(F)cc2)CC1 | 1.5%[76.3 µM]
COC(=O)c1c(NC(=O)/C=C/c2ccc(OC)cc2)sc2c1CCC2 | 1.6%[76.3 µM]
CSc1ccccc1NC(=O)C1=CC(c2cccs2)=NS(=O)(=O)N1C | 2.7%[76.3 µM]
O=C(Nc1ccc(Br)cc1)c1cccc(S(=O)(=O)N2CCc3ccccc32)c1 | 7.5%[76.3 µM]
Cc1cc(NC(=O)Cn2nc(C)n3cccc3c2=O)ccc1Br | 11.4%[76.3 µM]
O=C(CNC(=O)c1ccccc1F)OCC(=O)c1ccc(Cl)s1 | -1.6%[76.3 µM]
O=C(CSc1nc2c(c(=O)[nH]1)CN(Cc1ccc3c(c1)OCO3)CC2)Nc1ccc(F)cc1 | -6.9%[76.3 µM]
Cc1c(Cl)cccc1NC(=O)CCS(=O)(=O)c1ccc(Br)s1 | -16.2%[76.3 µM]
O=C(NC1CCN(C(=O)c2ccccc2Br)CC1)c1ccccc1 | 8.3%
COc1ccc(CNc2nc3c(-c4ccc(C)cc4)nnn3c3ccccc23)cc1 | 11.1%[76.3 µM]
CCOc1ccc(-c2nnc(SCC(=O)NC(C)(C)C)nc2-c2ccc(OCC)c(OC)c2)cc1OC | 1.7%
COc1ccc(Cl)cc1/C=N/NC(=O)c1c(-c2ccccc2)noc1C | -5.4%[76.3 µM]

(cont.)
molecule	GAA glycogen
Cc1sc2ncn(CC(=O)N3CCN(c4ccccc4)CC3)c(=O)c2c1S(=O)(=O)N1CCC(C)CC1	-14.4%[76.3 µM]
COc1ccc(N(Cc2cc3ccccc3[nH]c2=O)C(=O)c2cccc(Cl)c2)cc1	-8.8%[76.3 µM]
Cn1cnc(S(=O)(=O)N2CCN(C(c3ccc(F)cc3)c3ccc(F)cc3)CC2)c1	-5.1%[76.3 µM]
Cc1ccc(NC(=S)NCc2ccc(Cl)cc2)c(C)c1	-12.3%[76.3 µM]
CC(C)CCN(C(=O)c1csnn1)C(C(=O)NC1CCCCC1)c1ccc(F)cc1 (stereo not given)	-6.2%
Cc1ccc(S(=O)(=O)N(Cc2ccccc2)c2ccccc2C(=O)N2CCCCC2)cc1	-9.6%
O=C(C1=C(O)C(=O)N(CCN2CCOCC2)C1c1ccc([N+](=O)[O-])cc1)c1cccs1 (stereo not given)	1.8%
CCc1ccc(-n2nc(CO)c(C(=O)NCc3cccs3)n2)cc1	14.6%[76.3 µM]
Cc1ccc(Oc2ccc(OCC(=O)NC3CCS(=O)(=O)C3)cc2)cc1 (stereo not given)	1.1%
CC(=O)c1ccc(NC(=O)c2cc(C)nn2-c2ccccc2)cc1	-20.0%[76.3 µM]
Cc1ccc(N2CCN(C(=O)CCc3c(C)nc4c(c3C)c(=O)n(C)c(=O)n4C)CC2)c(C)c1	18.8%[76.3 µM]
Cc1cccc(-n2c(Cc3cc(=O)[nH]c(=O)[nH]3)nnc2SCC(=O)N2CCc3ccccc32)c1	-1.3%[76.3 µM]
Cc1ccc2cc(NC(=O)c3ccccc3)ccc2n1	6.1%
COc1ccc(CCC(=O)Nc2nnc(C(F)(F)F)s2)cc1	-0.4%[76.3 µM]
CCN(CC)CCNC(=O)CCn1c(=O)c2cccn2c2cccnc21	-5.0%[76.3 µM]
CC(C)(C)c1ccc(-c2nc3cc(NC(=O)c4cccc(Br)c4)ccc3o2)cc1	-2.1%[76.3 µM]
CCOc1ccc(S(=O)(=O)N(CC(=O)NCCSc2ccc(C)cc2)c2ccccc2)cc1	-8.2%[76.3 µM]
Cc1ccc(NC(=O)C2CCN(C(=O)c3ccco3)CC2)cc1	-4.8%
COc1ccc(C2=NS(=O)(=O)N(C)C(C(=O)N3CCCCC3)=C2)cc1OC	-8.9%[76.3 µM]
CCC(C)NC(=O)c1ccc2c(=O)n3c(nc2c1)CCCCC3 (stereo not given)	-17.2%[76.3 µM]

Further results follow.
molecule	GAA glycogen
COc1cc2c(cc1OC)C1O[C@](CCCCN3C(=O)c4ccccc4C3=O)(C2)OC2=C1C(=O)OC1(CCCCC1)C2	5.5%[15.3 µM]
CC(=O)c1ccc(N(CC(=O)NCc2ccc3c(c2)OCO3)C(=O)c2csnn2)cc1	2.5%[76.3 µM]
CCOc1ccccc1CNC(=O)c1ccc2nc(N3CCC(C)CC3)sc2c1	-1.5%[76.3 µM]
Cc1ccc(NC(=O)c2cccc(S(=O)(=O)N3CCN(C)CC3)c2)cc1F	-0.9%
C/C(=N\NC(=O)c1cc2ccccc2cc1O)c1cccs1	-25.2%
COc1ccc(-n2nc3c(N4CCC(C(=O)NCc5ccccc5)CC4)nnc(C)c3c2C)cc1	8.5%[76.3 µM]
CCc1ccccc1N(CC)C(=O)Cn1nc(Cc2ccncc2)c2ccccc2c1=O	7.1%[76.3 µM]
O=C(NCCCN1CCN(c2ccc(F)cc2)CC1)c1cc2c(Cl)nc3ccccc3c2s1	-0.6%[76.3 µM]
CC(C)c1cc(C(=O)NC2CCCc3c2cnn3-c2ccccc2F)no1 (stereo not given)	9.1%[76.3 µM]
CCOc1ccc(NC(=O)C2CCCN2S(=O)(=O)c2ccc(OCC)cc2)cc1 (stereo not given)	1.8%
COc1ccc(S(=O)(=O)N(C)CC(=O)NCCCn2ccnc2)cc1Cl	4.5%
COc1ccc(C2(C)NC(=O)N(CC(=O)NC(C)c3ccc(CC(C)C)cc3)C2=O)cc1 (stereo not given)	2.8%
Cc1ccccc1Nc1sc(C(=O)c2ccccc2)c(N)c1S(C)(=O)=O	10.7%[76.3 µM]
COc1cc2c(-c3cc(Br)ccc3O)nc3c(c(C)nn3-c3ccccc3)c2cc1OC	-9.2%[76.3 µM]
Cc1ccc(CNC(=O)c2ccc3c(c2)N(Cc2cccc(Cl)c2)C(=O)CS3)cc1	9.2%[76.3 µM]
Cc1ccc2c(c1)N(C(=O)CCC(=O)N1CCN(c3ccccc3)CC1)CCO2	-9.6%[76.3 µM]
COc1ccc(S(=O)(=O)Nc2c(C(=O)O)[nH]c3ccc(OC)cc23)c(OC)c1	?
Cc1ccc2c(Cn3ccnc3)cc(=O)oc2c1C	3.4%
CCOc1ccccc1/C=N/n1c(C2CCCCC2)n[nH]c1=S	-17.6%
CCOc1ccc(CC(=O)Nc2c(C(=O)c3ccc(Cl)cc3)oc3ccccc23)cc1OCC	5.0%[76.3 µM]

Four entries picked at random from the list so far, as already listed:
molecule	GAA glycogen
CCOc1ccccc1CNC(=O)c1ccc2nc(N3CCC(C)CC3)sc2c1	-1.5%[76.3 µM]
CCOc1ccccc1/C=N/n1c(C2CCCCC2)n[nH]c1=S	-17.6%
CCc1ccccc1N(CC)C(=O)Cn1nc(Cc2ccncc2)c2ccccc2c1=O	7.1%[76.3 µM]
COc1ccc(S(=O)(=O)N(C)CC(=O)NCCCn2ccnc2)cc1Cl	4.5%

More compounds.
molecule	GAA glycogen
COc1ccc(NC(=O)CCC(=O)NCc2ccco2)c([N+](=O)[O-])c1	2.5%[76.3 µM]
Cc1ccc(-c2nnc(Nc3cccc(O)c3)c3ccccc23)cc1S(=O)(=O)NCCO	-0.6%[76.3 µM]
CCCC(=O)Nc1ccc2c(c1)nc(CCN1CCN(c3ccccn3)CC1)n2C	5.0%
Oc1c(Br)cc(Br)c(/C=N/n2c(-c3ccccc3)n[nH]c2=S)c1Br	12.5%[76.3 µM]
CN(C)c1ccc(C(=O)Nc2ccc(S(=O)(=O)Nc3nccs3)cc2)cc1	0.1%[76.3 µM]

These rows are one share of the data; rates above refer to the full screens.
